Integrin act MD = integrin-mediated muscular dystrophy alleviation activation | alpha7betagal myoblasts, beta-gal FDG fluorescence, 48 h | Potency, µM (highest dose often 38.3 µM), for the others: top-dose activation, actives largely listed as activators | 0.064% of 350,000 active | AID 624291;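 further: potency means the concentration at half of the fitted maximal effect; 100% = response of the positive control SU9516; nearly all actives have a fitted effect of over 60% in size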
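alpha7betagal+/- myoblasts (passage 13, 250/well) treated 48 h at 37C with compounds at 1:260 dilution of DMSO stock. Lysed, then beta-galactosidase activity read as FDG fluorescence (ex 480/em 540) after 30 min, with pre-read for autofluorescence.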
Mito fusion act = inhibitors of mitochondrial division or activators of mitochondrial fusion. S. cerevisiae fusion-defective mutant growth rescue, CellTiterGlo 48 h. Potency, µM (series often up to 46.1 µM), without a hit: at the highest dose growth rescue (activation), actives largely listed as activators. 0.23% of 320,000 active. AID 485298;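 further: potency means the concentration at half of the fitted maximal effect; % of control where 0% means no effect; nearly all actives have a fitted effect of over 45% in size; temperature-sensitive fusion mutants such as fzo1-1 at 37 °C on non-fermentable ethanol glycerol medium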
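Temperature-sensitive fusion-defective S. cerevisiae (e.g. fzo1-1, mgm1-5) were grown with compound in YPEG medium (3% ethanol, 3% glycerol) for 48 hours at 37C. Growth rescue was measured as viability by CellTiterGlo luminescence after 10 minutes at ambient.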
AT treatment = potential ataxia-telangiectasia treatments restoring KAP-1 phosphorylation; […] A-T fibroblasts, KAP-1 phosphorylation AlphaLISA; neocarzinostatin DNA damage 30 min before lysis; Potency, µM (highest dose often 57.5 µM), for inactives: at the top dose activation, hits mostly activators; 0.19% of 320,000 active; AID 485349; further: potency means the concentration at half of the fitted maximal effect; % of control where 0% means no effect; nearly all actives have a fitted effect of over 45% in size
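hTERT-immortalized A-T patient fibroblasts ([…]), 500 cells/well in OPTI-MEM, 1% FBS, got compounds for 60 min, then NCS for 30 min at 37C. Lysates were then assayed for phospho-KAP-1 by AlphaLISA (anti-pKAP1 donor, anti-KAP1 acceptor beads), 6 hr at 25C.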
TSHR antag = blocks TSH signaling through the human TSH receptor; P16473; 0.2% of 330,000 active; activity change, negative = inhibition, % at 11.5 µM; TSHR-expressing cells, TSH-stimulated cAMP HTRF, 2 h; stronger effect = lower value;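 active means activity change below a set negative limit, meaning inhibition stronger than a set level, cut at about -70% in these data; inconclusive means activity change between two set negative limits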; further: on the % scale 0 is the no-effect control and ±100 the full control effect
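Freshly harvested TSHR cells receive pin-tooled compound, then EC80 TSH at 4nM final. After 2 hours at 37 deg C, antibody in lysis buffer and cAMP-d2 are added; 30 minutes at ambient temperature precede the HTRF read.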
TCR activator = T cell receptor activation | 330,000 tested, under 10 active | primary human leukocytes, anti-CD3, IL-2 HTRF, 48 h | AID 504894 | Potency, µM (top dose mostly 9.22 µM), for the others: top-dose activation of IL-2 secretion, most hits filed as activators; further: % of control where 0% means no effect
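1) Mix primary human leukocytes, a-CD3 beads and compound. 2) Incubate 48 hr. 3) Add HTRF IL-2 reagents (a-IL-2-K, a-IL-2-d2).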
CXXC DNA block = blocks binding of human MLL CXXC domain to DNA; 0.037% of 290,000 active; Potency, µM (doses to about 115 µM), for inactives: at the top dose activity change, negative = inhibition, actives largely listed as inhibitors; MLL-CXXC / FITC-HOXA9 DNA fluorescence polarization; AID 2662; Q03164; active means well fitted inhibition curve with a large enough effect in the polarisation, with a control signal flat, not every such curve was filed as active; inconclusive means small, poorly fitted or top-dose-only effect, or effect the other way, or a change in a side signal; inactive means no such curve, though single readings can be large or run the other way; the % refers to the polarisation; further: potency means the concentration at half of the fitted maximal effect
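Purified MLL-CXXC (added from a 7 uM solution) was preincubated 5 min at ambient with pinned compounds in 50 mM Tris-HCl pH 7.5, 50 mM NaCl, 1 mM DTT, 0.05% BSA. Fluorescein-labeled HOX-A9 DNA (50 nM solution) followed, 30 min, then polarization read.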
MBNL1-CUG inh = blocks human MBNL1 binding to CUG repeat RNA. Q9NR56. 0.036% of 280,000 active. AID 2675. TR-FRET MBNL1-His/biotin-(CUG)12 binding, 665/545 ratio. Potency, µM (highest dose often 57.5 µM), for the others: at the top dose activity change, negative = inhibition, most hits filed as inhibitors; active means well fitted inhibition curve with a large enough effect in the signal ratio, with a control signal flat, not every such curve was filed as active; inconclusive means small, poorly fitted or top-dose-only effect, or effect the other way, or a change in a side signal; inactive means no such curve, though single readings can be large or run the other way; the % refers to the signal ratio; further: potency means the concentration at half of the fitted maximal effect; on the % scale 0 is the no-effect control and ±100 the full control effect
Target sequence (Q9NR56 whole entry, looked up): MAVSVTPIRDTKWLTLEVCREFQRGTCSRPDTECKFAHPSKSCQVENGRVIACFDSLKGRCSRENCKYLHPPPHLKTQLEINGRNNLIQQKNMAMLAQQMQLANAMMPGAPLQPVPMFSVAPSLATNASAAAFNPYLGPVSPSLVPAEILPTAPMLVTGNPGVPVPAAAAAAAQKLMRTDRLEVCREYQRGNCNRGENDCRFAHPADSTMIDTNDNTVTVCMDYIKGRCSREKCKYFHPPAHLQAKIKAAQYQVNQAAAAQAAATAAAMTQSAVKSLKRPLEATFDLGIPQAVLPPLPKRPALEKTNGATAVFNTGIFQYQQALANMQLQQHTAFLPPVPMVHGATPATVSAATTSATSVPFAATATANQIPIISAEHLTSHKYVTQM
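MBNL1-His + Biotin-(CUG)12, cpd titration 92 nM–58 uM; Tb anti-His Ab 0.055 ng/ul, SA-XL665 5 nM (final); 60 min RT; ratiometric 665/545 nm, Ex 340 nm; normalized to buffer and full-complex controls.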
S-ASM inh = human S-ASM enzyme inhibition. Potency, µM (highest dose often 57.5 µM), without a hit: at the highest dose activity change, negative = inhibition, actives largely listed as inhibitors. AID 504937. P17405. 0.006% of 340,000 active. placental ASM, HMU-PC fluorogenic substrate, 60 min; further: potency means the concentration at half of the fitted maximal effect
Target sequence (P17405 47-631 limits assumed): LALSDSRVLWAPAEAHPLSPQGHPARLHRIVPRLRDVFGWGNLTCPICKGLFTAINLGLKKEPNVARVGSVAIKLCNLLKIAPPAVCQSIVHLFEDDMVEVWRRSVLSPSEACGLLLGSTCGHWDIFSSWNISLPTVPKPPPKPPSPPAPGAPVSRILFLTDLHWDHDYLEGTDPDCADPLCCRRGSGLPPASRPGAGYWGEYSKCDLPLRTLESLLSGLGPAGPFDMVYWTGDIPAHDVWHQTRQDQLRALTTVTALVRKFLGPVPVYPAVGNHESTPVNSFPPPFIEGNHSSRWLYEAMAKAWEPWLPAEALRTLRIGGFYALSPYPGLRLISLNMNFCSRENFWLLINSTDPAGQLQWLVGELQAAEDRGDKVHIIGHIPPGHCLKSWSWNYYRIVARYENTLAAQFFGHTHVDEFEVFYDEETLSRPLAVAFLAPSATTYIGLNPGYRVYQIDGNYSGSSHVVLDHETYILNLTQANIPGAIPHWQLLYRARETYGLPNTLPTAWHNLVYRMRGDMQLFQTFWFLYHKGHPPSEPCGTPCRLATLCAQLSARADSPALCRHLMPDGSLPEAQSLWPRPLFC
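Fluorescence read-out (Ex 386 nm, Em 447 nm) after stopping the reaction at pH 10. Enzyme: ASM from human placenta; substrate HMU-PC0, 9 uM final; 60 min, 37 °C. Compound preincubation 10 min, ambient temperature.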
Menin-MLL TR inh = displaces Texas Red mutant MLL peptide from human menin; Potency, µM (top dose mostly 61.6 µM), for the others: top-dose FP activity change, negative = inhibition, most hits filed as inhibitors; AID 1768; 0.23% of 270,000 active; Menin + Texas Red MLL mutant peptide, fluorescence polarization; active means well fitted inhibition curve with a large enough effect in the polarisation, with a control signal flat, not every such curve was filed as active; inconclusive means small, poorly fitted or top-dose-only effect, or effect the other way, or a change in a side signal; inactive means no such curve, though single readings can be large or run the other way; the % refers to the polarisation; further: potency means the concentration at half of the fitted maximal effect; % of control where 0% means no effect; many of its hits are not listed in these tables
PTAP TSG101 blk = blocks PTAP/TSG101 interaction to inhibit HIV-1 budding. Q99816. Fluorescence polarization, FITC-PTAP peptide / Tsg101 binding. Potency, µM (top dose mostly 115 µM), inactives show at the top dose activity change, negative = inhibition, most hits filed as inhibitors. 340,000 tested, under 10 active. AID 493005; active means well fitted inhibition curve with a large enough effect in the main read-out, with a control signal flat, not every such curve was filed as active; inconclusive means small, poorly fitted or top-dose-only effect, or effect the other way, or a change in a side signal; inactive means no such curve, though single readings can be large or run the other way; further: potency means the concentration at half of the fitted maximal effect; % of control where 0% means no effect
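FP read-out: FITC-PTAP peptide, 50 nM final, binding Tsg101 binding domain, 10 uM final; 20 min, r.t.; 10 mM HEPES pH 7.5, 0.15 M NaCl, 0.01% Tween 20, 3 mM EDTA, 0.1 mM TCEP.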
An asterisk follows results filed as active; ? = inconclusive; nt = not tested or not shown; & = joins results of further samples; [ ] = remark or other dose. Unless noted, the call rests on the fitted dose curve; in most records, active means well fitted curve in the direction sought with a large enough effect; inconclusive means small, poorly fitted or top-dose-only effect, or another doubt; inactive means no such curve, though single readings can be large; an effect the other way counts as inactive or inconclusive. These rows are one share of the data, so the mix of outcomes need not match the whole.

SMILES | Integrin act MD | Mito fusion act | AT treatment | TSHR antag | TCR activator | CXXC DNA block | MBNL1-CUG inh | S-ASM inh | Menin-MLL TR inh | PTAP TSG101 blk
N#CC(C(=O)OC1CCCCC1)c1nc2ccccc2nc1N1CCCCC1 (stereo not drawn) | nt | -1% | 1% | 4 | nt | -8% | -12% | nt | 7% | nt
CC(C)(C)n1nnnc1CN1C2CCC1CC(NC(=O)Nc1ccccc1)C2 (stereo not drawn) | 20% | -9% | -4% | -1 | 4% | -14% | -7% | -1% | 0% | -9%
CCOc1ccccc1Nc1ncccc1C(=O)N1CCCC1 | -20% | 13% | 23% | 5 | 2% | -2% | -9% | 2% | -1% | -7%
CCN(Cc1ccc2c(c1)OCO2)C(=O)CSc1nc(C)nc2sc(C)c(C)c12 | 1% | ? | 6% | -10 | 3% | nt | nt | -5% | nt | 0%
COc1cccc(CC2(CO)CCCN(Cc3cn[nH]c3-c3ccccc3)C2)c1 (stereo not drawn) | -25% | 1% | -2% | 10 | nt | -1% | -18% | 0% | ? | -5%
CN1/C(=C\C(=O)c2cccnc2Cl)C(C)(C)c2ccccc21 | -40% | 9% | 5% | -4 | -6%[46.1 µM] | 1% | 11% | 3% | 5% | 1%
COC(=O)c1ccccc1NC(=O)C1CC(=O)N(C2CCCCC2)C1 (stereo not drawn) | -3% | 7% | 14% | -5 | -5% | -7% | 3% | 2% | -2% | -6%
COc1cc2ncc(C(=O)c3ccccc3)c(N3CCN(Cc4ccccc4)CC3)c2cc1OC | 5% | 2% | 9% | -9 | 8% | 3% | -11% | -5% | nt | -10%
COC(=O)CNC(=O)C(CCSC)NC(C)=O (stereo not drawn) | 0% | -1% | 3% | 7 | nt | 3% | 15% | -1% | 6% | 4%
CC(C)c1nc(CNC(=O)CCc2nnc(-c3ccsc3)o2)cs1 | -4% | 6% | -3% | 5 | 0% | 13% | -8% | 0% | -1% | -5%
CC(CNC(=O)C(C)(C)C)NC(=O)C(C)(C)C (stereo not drawn) | -4% | -2% | 3% | 10 | 1%[46.1 µM] | 5% | -1% | 3% | -18% | -4%
Cc1csc(N/N=C/c2ccc([N+](=O)[O-])cc2)n1 | -9% | -13% | -7% | -6 | 7% | -6% | ? | 0% | ? | -2%
NC(=O)[C@@H]1CCCNc2c(I)cc([N+](=O)[O-])cc2C(=O)N[C@@H](Cc2ccccc2)C(=O)N[C@@H](Cc2cnc[nH]2)C(=O)N1 | -12% | -2% | -12% | 0 | 2% | 76%[activator] | ? | -3% | -8% | 4%
CSc1ncccc1C(=O)OCc1ccccc1Cl | -6% | 15% | 29% | 4 | -4% | -2% | nt | -3% | -3% | -6%
Cc1cccn2cc(CNC(=O)C3CCCCC3)nc12 | 3% | 1% | 1% | 14 | 1%[46.1 µM] | 9% | -11% | 5% | 6% | -1%
CN1CCN(CC(=O)Nc2ccc(S(=O)(=O)N(C)C)cc2)CC1 | -5% | -1% | ? | 32 | -4% | -1% | -13% | -5% | nt | 0%
CCOC(=O)c1cc(-c2ccccc2C)nn1CC1CC(c2cccnc2)=NO1 (stereo not drawn) | 3% | nt | 3% | -9 | -4% | nt | nt | -2% | nt | -6%
C(#Cc1ccccc1)CN1CCN(c2ccccn2)CC1 | 6%&-8% | 6% | 13% | 2 | 1%&2% | -4% | -9% | 0%&0% | -12% | -1%&-3%
COCC(=O)n1nc(-c2ccccc2)nc1NCc1ccc(F)cc1 | -16% | -17% | -11% | -19 | 5% | 4% | -10% | -4% | -7% | -6%
Cc1ccccc1Cn1c(=O)n(C)c(=O)c2sccc21 | -21% | 0% | 5% | 7 | 5% | 4% | 31%[activator] | 5% | -19% | -7%
CCn1c(NC(=O)c2cccs2)nc2ccccc21 | -27% | 7% | 9% | 2 | 2% | 3% | 27% | -1% | 25% | -4%
C/C(=N\NC(=O)c1nnn(-c2nonc2N)c1CN(C)c1ccccc1)c1ccc(O)cc1 | 23% | 3% | -1% | -1 | -1% | 9% | -10% | -3% | ? | -1%
O=[N+]([O-])c1cc2c(c(CSc3nnc(Nc4ccccc4)s3)c1)OCOC2 | -17% | 0% | -7% | -31 | -1% | 10% | 13% | -4% | nt | 0%
O=C(CCS(=O)(=O)c1ccccc1)N1CCN(c2ccccc2)CC1 | -7% | -3% | 17% | 6 | -4% | -7% | -5% | 5% | nt | -2%
CN1CCN(C(=O)c2cc3sc4ccccc4c3s2)CC1 | 2% | -1% | 14% | 4 | -4% | 12% | 22% | -6% | nt | -1%

Next section:
SMILES | Integrin act MD | Mito fusion act | AT treatment | TSHR antag | TCR activator | CXXC DNA block | MBNL1-CUG inh | S-ASM inh | Menin-MLL TR inh | PTAP TSG101 blk
CCCCn1nnc(NC(=O)COc2ccc(Cl)c(C)c2)n1 | 2% | -2% | 3% | 5 | -1% | -14% | -6% | -1% | -4% | -7%
CCn1cc(C(c2ccccc2)C(C(C)=O)[N+](=O)[O-])c2ccccc21 (stereo not drawn) | -13% | 5% | 11% | 11 | -2% | 5% | -11% | -1% | nt | 0%
Cc1oc(-c2ccc(-c3ccccc3)cc2)nc1CN1CCN(CC(=O)N(C)C)CC1 | -21% | -3% | -2%[11.5 µM] | 4 | 1% | 4% | 8% | 7% | -17% | -3%
COc1ccccc1N(CC(=O)NC1CCCCC1)C(=O)CNC(=O)c1cccs1 | -29% | -2% | 1% | 0 | -9% | 2% | 0% | 2% | -20% | -1%
CC1CCN(c2ccc(-c3cccc(NC(=O)C(F)(F)F)c3)nn2)CC1 | 7% | ? | 13% | 14 | -1% | -3% | 29% | 3% | 31%[activator] | -2%
CC1CC(C)CN(S(=O)(=O)N2CCCC(C(=O)NC3CCCCC3C)C2)C1 (stereo not drawn) | 0% | -4% | 11% | -6 | 0% | -7% | -7% | 2% | nt | -4%
Cc1ccc(C(C)n2cc(C(=O)NCc3cccnc3)nn2)cc1 (stereo not drawn) | 13% | -4% | nt | 4 | 11% | 3% | -13% | -3% | 0% | -5%
CCC(=O)c1cc(-c2nc3ccccc3n2C)n(C)c1 | 18% | 5% | 4% | -7 | 7% | -3% | -1% | -3% | 5% | -2%
COC(=O)c1c(C)oc2cc(Br)c(OCC(=O)C(C)(C)C)cc12 | 0% | 0% | 5% | -4 | 2% | -5% | -4% | -2% | -7% | -6%
CCN1Cc2cc(OC)ccc2-c2ccccc2S1(=O)=O | 6% | nt | 7% | 8 | -5%[46.1 µM] | nt | nt | 20% | nt | -3%
Cc1cc(C)n2c(nc3ccccc32)c1C(=O)NCc1ccccc1 | 7% | 2% | 20% | 12 | -8% | -5% | 9% | nt | ? | -6%
COCCNC(=O)c1ccc(N2CCC3(CC2)OCCO3)c([N+](=O)[O-])c1 | 1% | 0% | -4% | 13 | 3%[46.1 µM] | 0% | ? | -4% | 24% | -8%
Cc1ccc2c(c1)C1NC(=S)NC(C)(O2)C1C(=O)Nc1ccc(Cl)cc1 (stereo not drawn) | 16% | 0% | 9% | -14 | -1%[46.1 µM] | 15% | -17% | nt | 0% | 5%
CN(C1CCCCC1)S(=O)(=O)c1cc2c(cc1Cl)NC(=O)CO2 | ? | 2% | 4% | -11 | 3% | -6% | -4% | -1% | nt | -5%
Cc1c(NC(=O)c2ccc(C(=O)Nc3c(C)n(C)n(-c4ccccc4)c3=O)cc2)c(=O)n(-c2ccccc2)n1C | 0% | -1% | 3% | -8 | nt | -7% | -8% | 7% | 2% | -2%
O=C(Nc1ccccc1N1CCCC1)c1cccc(Cl)c1Cl | 1% | 16% | -11% | -1 | -7% | -9% | -3% | -2% | -11% | 0%
CCOC(=O)c1cc(-c2ccccc2)n[nH]1 | 33% | -2% | -5% | -3 | 1% | 3% | 3% | 0% | nt | 0%
CCCN1CCC2(CC1)C(C#N)=C(N)Oc1c2sc2nc(C)cc(C)c12 | 0% | -6% | 2% | 1 | 1% | 2% | 15% | 36%[activator] | 10% | -13%
COc1ccc(NC(=O)COc2nsnc2N2CCOCC2)cc1 | 25% | 1% | -2% | 7 | -3% | 3% | -2% | 0% | 16% | -7%
C[C@@H]1NC(=O)[C@H](CCCN=C(N)N)NC(=O)c2cc([N+](=O)[O-])cc(I)c2OCC[C@@H](C(=O)NC(CC(=O)O)C(N)=O)NC1=O (stereo partly drawn) | nt | -2% | -5% | 3 | nt | 3% | ? | nt | 5% | nt
Cc1ccnn1CC(=O)N/N=C/c1ccc2c(c1)OCO2 | 6% | 3% | -2% | -4 | -6%[46.1 µM] | -2% | 19% | 3% | -9% | -1%

Screening data: PubChem, National Center for Advancing Translational Sciences (NCATS)
